# AID2073: disruptors of CaV2.2 binding to Mint1 – biochemical, HTRF (AID 2073); HTRF protein-protein interaction, Mint1-CaV2.2; higher % means a stronger effect; inhibition, % at 20 µM; hits with a dose series show IC50 in µM; 290,000 compounds, 0.19% hits; in the data active = inhibition mostly above about 51%, no sharp cut-off; also: some results filed as inactive read as strong as hits
# KOR beta-arrestin-1: KOR agonists, beta-arrestin recruitment, primary screen, cell-based, luminescence, uHTS (AID 1777); KOR beta-arrestin recruitment, luminescence; higher % means a stronger effect; activation, % at 10 µM; hits with a dose series show EC50 in µM; 280,000 compounds, 0.02% hits; in the data active = activation above about 50%, passing the limit was not always enough; also: a part of the inactive calls stands beside numbers as strong as those of hits
# West Nile virus CPE: West Nile virus antiviral activity, cell-based, CPE readout (AID 1621) | West Nile virus-infected cells, CPE inhibition; higher % means a stronger effect | one-dose CPE inhibition, % at 10 µM; IC50 in µM for titrated hits | 290,000 compounds, 0.02% hits; in the data active = a potency from the dose series; also: strong numbers were not always called active
# KOR beta-arrestin-2: kappa opioid receptor blockers – cell-based, luminescence, uHTS (AID 1778) | 290,000 compounds, 0.091% hits | inhibition, % at 10 µM; hits with a dose series show IC50 in µM | KOR beta-arrestin recruitment, luminescence, antagonist mode; higher % means a stronger effect; also: strong numbers were not always called active
# Yfh1-off respiration: mitochondrial function rescue without frataxin homolog – Friedreich's ataxia, plus single-dose screen, dose response (AID 1465) | S. cerevisiae Yfh1-off respiration, WST-1 reduction, 72 h; higher fold induction means a stronger effect | fold induction at 50 µM, or EC50 in µM where a hit was titrated | 220,000 compounds, 0.074% hits;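 active = fold induction of absorbance versus untreated yeast above a set limit, then at least 30% activation at any dose in follow-up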;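 also: activators that raise dye reduction in frataxin-depleted yeast; strong numbers were not always called active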
# NOD1 NF-kB reporter: inhibition of NOD1-driven NF-kB reporter – cell-based, luminescence, uHTS, primary screen (AID 1578); NOD1-driven NF-kB luciferase reporter cells, luminescence; higher % means a stronger effect; one-dose inhibition, % at 4 µM; EC50 in µM for titrated hits; 290,000 compounds, 1% hits; in the data active = inhibition mostly above about 36%, no sharp cut-off; inactive = mostly below about 34%;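 also: HEK-293T reporter cells stimulated with the NOD1 agonist gamma-tri-DAP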
# Dengue-2 NS5 capping: Dengue-2 NS5 methyltransferase inhibitors, primary screen, biochemical, confirmation dose response (AID 588689) | Dengue-2 NS5 methyltransferase capping enzyme assay, biochemical; higher % means a stronger effect | inhibition, % at 25 µM; hits with a dose series show IC50 in µM | 340,000 compounds, 0.3% hits; in the data active = a potency from the dose series
# HIV peptide binding: inhibitors of HIV fusion peptide binding, primary screen, biochemical, uHTS, fluorescence dequenching (AID 1986); cell-free peptide binding, fluorescence dequenching, 30 min; higher % means a stronger effect; 290,000 compounds, 0.3% hits; inhibition, % at 20 µM; hits with a dose series show IC50 in µM; in the data active = inhibition mostly above about 52%, no sharp cut-off; inactive = mostly below about 76%; also: some results filed as inactive read as strong as hits
# HEK293 NOD2/NF-kB: NOD2 signaling inhibitors, cell-based, luminescence, uHTS, HEK293 (AID 1566). HEK293 NOD2/NF-kB luciferase reporter, luminescence; higher % means a stronger effect. one-dose inhibition, % at 4 µM; EC50 in µM for titrated hits. 290,000 compounds, 0.63% hits; also: many of its hits are not listed in these tables
# Numbers without * were called inactive; i = inactive; / = not tested or not shown; [ ] = dose if it differs, or a comment. Rule as the data show it, unless noted: active = inhibition above about 50%; inactive = the rest. Not all compounds are listed; rates above refer to the full screens.
nr | Compound | AID2073 | KOR beta-arrestin-1 | West Nile virus CPE | KOR beta-arrestin-2 | Yfh1-off respiration
1 | O=S(=O)(/N=S1/CC=CCN1S(=O)(=O)c1ccccc1)c1ccccc1 (configuration not stated) | 19% | 12% | -0.2% | -82% | i
2 | COc1ccccc1OCCCN1C(=O)C(=O)c2cccc(C)c21 | 2% | / | 0.4% | -167%[20 µM] | i
3 | CC(C)c1ccc(NC(=O)C(c2ccccc2)N2CCN(C(=O)c3ccco3)CC2)cc1 (configuration not stated) | 0% | 0.6% | 1.3% | 6% | i
4 | c1ccc(C2CNCc3c2ccc2ccccc32)cc1 (configuration not stated) | 0% | -2.1% | -1.5% | -12% | i
5 | O=C(Nc1ccccc1)N1CCCC(CNS(=O)(=O)Cc2ccccc2)C1 (configuration not stated) | 0% | 2.8% | -0.6% | -12% | i
6 | COC(=O)c1c(C#N)c(N)nc2c1CCC2 | 46% | -3.0% | -0.2% | -8% | i
7 | O=C(NCCN1CCOCC1)c1c(O)nc2ccccn2c1=O | -2% | -0.5% | 0.6% | -18% | /
8 | CN(C)CCCOc1ccc(Cl)cc1Br | -2% | 8.5% | -0.3% | -19% | i
9 | CC(C)COP(=O)(c1ccc(N(C)C)cc1)C(Nc1ccccc1)c1cccnc1 (configuration not stated) | 5% | -1.4% | -0.8% | 6% | i
10 | CC1=CC2CC1C1C(=O)N(c3ccc(S(=O)(=O)Nc4nc(C)cc(C)n4)cc3)C(=O)C21 (configuration not stated) | -4% | 0.4% | -0.1% | -17% | i
11 | Cc1ccsc1/C=N/n1c(COc2ccccc2)n[nH]c1=S | -22% | -4.5% | 0.5% | 18% | i
12 | Cc1cc(C)cc(NC(=O)N2CCN(Cc3ccc4c(c3)OCO4)CC2)c1 | -8% | 0.3% | -0.8% | 0% | i

nr | NOD1 NF-kB reporter | Dengue-2 NS5 capping | HIV peptide binding | HEK293 NOD2/NF-kB
1 | -16% | -21% | 0.6% | 8%
2 | 19% | -2% | -2.2% | -26%
3 | 24% | -1% | -0.2% | -1%
4 | -29% | -1% | -0.1% | -4%
5 | -25% | -13% | 2.6% | -3%
6 | -10% | 3% | -0.2% | 11%
7 | -28% | -5% | 0.2% | -4%
8 | 8% | -7% | 3.0% | 9%
9 | -18% | -2% | 1.1% | -11%
10 | -10% | -5% | 4.5% | -5%
11 | -3% | -6% | 4.8% | 2%
12 | -5% | 7% | -2.0% | 9%

# (continued)
nr | Compound | AID2073 | KOR beta-arrestin-1 | West Nile virus CPE | KOR beta-arrestin-2 | Yfh1-off respiration
13 | Fc1cccc(Cl)c1Cn1nnc2c(-n3ccnc3)ncnc21 | 5% | -0.7% | -0.3% | -2% | i
14 | COc1ccc(OCCOC(=O)c2ccc(-n3cnnn3)cc2)cc1 | -5% | 0.4% | 0.2% | -15% | i
15 | Cn1nc(C(F)(F)F)c(/C=N/OC(=O)c2ccccc2)c1Sc1ccc(Cl)cc1 | -10% | 6.1% | 0.4% | -19% | i
16 | Clc1ccc(-n2nnnc2-c2ccno2)cc1 | -12% | 4.2% | 0.3% | -21% | i
17 | O=C(Nc1ccc(Cl)cc1)N1CCOCC1 | -4% | -2.2% | 1.0% | 17%[20 µM] | /
18 | O=C(CN1C(=O)c2ccccc2S1(=O)=O)c1ccccc1Cl | 3% | 3.8% | -0.4% | 17% | /
19 | Cc1cccc(N(C(=O)c2nsc(Cl)c2Cl)C(C(=O)NC2CCCC2)c2ccc(O)cc2)c1C (configuration not stated) | 5% | 62% | 0.7% | 14% | i
20 | CS(=O)(=O)Nc1ccc(N2CCN(c3ccc(C(F)(F)F)cn3)CC2)nc1 | 2% | 5.9% | -1.5% | -1% | i
21 | CC(C)C(=O)NC(=S)Nc1ccccc1F | -9% | 0.7% | 0.3% | 20% | i
22 | CCCCN1CCCC1CNC(=O)c1cc(C#N)c2ccccc2c1OC (configuration not stated) | 10% | 3.1% | -0.6% | -2% | i
23 | CC(NC(=O)C1CCN(S(=O)(=O)c2ccc3nc4c(c(C(=O)O)c3c2)CCCC4)CC1)c1ccccc1 (configuration not stated) | 18% | 2.1% | 0.0% | -21% | /
24 | CCCCOC(=O)Cn1c(=O)oc2ccc(C)cc21 | 8% | -5.3% | 0.1% | 18% | i

nr | NOD1 NF-kB reporter | Dengue-2 NS5 capping | HIV peptide binding | HEK293 NOD2/NF-kB
13 | -17% | -11% | 0.1% | 10%
14 | 4% | 4% | -0.9% | 15%
15 | 18% | -5% | 1.9% | -7%
16 | -2% | / | -0.1% | -4%
17 | -40% | 1% | -0.1% | -6%
18 | -18% | -9% | 0.0% | 37%
19 | 26% | 3% | -0.6% | -3%
20 | 7% | -2% | -1.2% | 16%
21 | 4% | -3% | 0.3% | -9%
22 | -17% | / | -0.6% | -22%
23 | -16% | -12% | 9.4% | 10%
24 | -12% | 1% | 0.8% | -10%

# Following part.
nr | Compound | AID2073 | KOR beta-arrestin-1 | West Nile virus CPE | KOR beta-arrestin-2 | Yfh1-off respiration
25 | COc1cccc(-c2nc(=S)c3c(n2CCCO)CCCC3)c1 | -6% | -1.9% | 0.1% | -4% | i
26 | CCN(CCO)Cc1csc2ccc(C(C)(C)C)cc12 | 1% | -0.2% | -1.4% | -2% | i
27 | COc1ccc(C(=O)COC(=O)CCn2nnc(-c3cccc(O)c3OC)n2)cc1 | 2% | 10% | 0.3% | 20% | i
28 | CCOC(=O)/C=C1\SCC(=O)N1CCOc1cccc(Br)c1 | -9% | -1.8% | / | 14% | /
29 | Oc1ccc(/C=N/n2cc(-c3ccccc3)[nH]c2=S)cc1 | 37% | -1.2% | -0.6% | -5% | i
30 | C=CCSc1nc(Oc2ccccc2)c2sccc2n1 | 13% | 0.3% | 0.3% | 3% | i
31 | COc1ccc(NC(=O)c2cccnc2)c(OC)c1 | -6% | -0.5% | 0.2% | -24% | i
32 | CCN(C(=O)CSc1nc2n[nH]c(C)c2c(=N)n1-c1ccc(Cl)c(C)c1)c1cccc(C)c1 | 23% | -1.6% | 1.2% | -21% | /
33 | COc1ccc(OC)c(S(=O)(=O)N2CCN(C)CC2)c1 | -6% | 5.9% | / | -11% | i
34 | Cc1ccc2c(c1)-c1c(ssc1=S)C(C)(C)N2C(=O)CSc1nncn1C | -31% | -1.2% | -0.3% | -42% | i
35 | Cc1ccc(NS(=O)(=O)c2cccc(C(=O)NCC3(N(C)C)CCCCC3)c2)cc1 | 4% | -2.9% | -0.3% | 4% | i
36 | COc1ccc(N(CC(=O)Nc2ccc3c(c2)OCCO3)S(=O)(=O)c2c(C)noc2C)cc1 | 1% | 13% | / | 21% | /

nr | NOD1 NF-kB reporter | Dengue-2 NS5 capping | HIV peptide binding | HEK293 NOD2/NF-kB
25 | -12% | -3% | 0.4% | 1%
26 | -26% | -9% | 2.1% | 8%
27 | 7% | -4% | 1.7% | 12%
28 | 2% | -4% | -0.4% | 13%
29 | -43% | -16% | -0.4% | -54%
30 | 24% | -1% | 6.9% | 24%
31 | -2% | -1% | 11% | 18%
32 | 8% | -5% | 2.3% | 4%
33 | -9% | -6% | 0.7% | 4%
34 | -9% | 6% | 0.4% | 6%
35 | -28% | -9% | 2.4% | 11%
36 | 20% | -10% | -2.6% | 8%

# 10 of the compounds above, with two lines to a compound.
# Below each compound: AID2073 | KOR beta-arrestin-1 | West Nile virus CPE | KOR beta-arrestin-2 | Yfh1-off respiration | NOD1 NF-kB reporter | Dengue-2 NS5 capping | HIV peptide binding | HEK293 NOD2/NF-kB
24) CCCCOC(=O)Cn1c(=O)oc2ccc(C)cc21
 : 8% | -5.3% | 0.1% | 18% | i | -12% | 1% | 0.8% | -10%
25) COc1cccc(-c2nc(=S)c3c(n2CCCO)CCCC3)c1
 : -6% | -1.9% | 0.1% | -4% | i | -12% | -3% | 0.4% | 1%
26) CCN(CCO)Cc1csc2ccc(C(C)(C)C)cc12
 : 1% | -0.2% | -1.4% | -2% | i | -26% | -9% | 2.1% | 8%
27) COc1ccc(C(=O)COC(=O)CCn2nnc(-c3cccc(O)c3OC)n2)cc1
 : 2% | 10% | 0.3% | 20% | i | 7% | -4% | 1.7% | 12%
28) CCOC(=O)/C=C1\SCC(=O)N1CCOc1cccc(Br)c1
 : -9% | -1.8% | / | 14% | / | 2% | -4% | -0.4% | 13%
29) Oc1ccc(/C=N/n2cc(-c3ccccc3)[nH]c2=S)cc1
 : 37% | -1.2% | -0.6% | -5% | i | -43% | -16% | -0.4% | -54%
30) C=CCSc1nc(Oc2ccccc2)c2sccc2n1
 : 13% | 0.3% | 0.3% | 3% | i | 24% | -1% | 6.9% | 24%
31) COc1ccc(NC(=O)c2cccnc2)c(OC)c1
 : -6% | -0.5% | 0.2% | -24% | i | -2% | -1% | 11% | 18%
32) CCN(C(=O)CSc1nc2n[nH]c(C)c2c(=N)n1-c1ccc(Cl)c(C)c1)c1cccc(C)c1
 : 23% | -1.6% | 1.2% | -21% | / | 8% | -5% | 2.3% | 4%
33) COc1ccc(OC)c(S(=O)(=O)N2CCN(C)CC2)c1
 : -6% | 5.9% | / | -11% | i | -9% | -6% | 0.7% | 4%

# Continuation:
nr | Compound | AID2073 | KOR beta-arrestin-1 | West Nile virus CPE | KOR beta-arrestin-2 | Yfh1-off respiration
37 | Cc1c(C(=O)OC(C)C(C)C[N+](C)(C)C)oc2ccccc12 (configuration not stated) | 5% | -2.0% | 0.6% | -22% | i
38 | Fc1ccc(-c2ccnn2-c2ccccc2)cc1 | 4% | 4.4% | 0.2% | 8% | /
39 | O=C(CN1C(=O)NC2(CCCCC2)C1=O)NC1CCCc2ccccc21 (configuration not stated) | 3% | -0.9% | 0.0% | 22% | i
40 | O=C(CCCN=C1NS(=O)(=O)c2ccccc21)OCC(=O)N1CCc2ccccc21 | 12% | -2.3% | 0.0% | 3% | i
41 | Cc1cc(C)c(NS(=O)(=O)c2ccc3c(c2)NC(=O)CCS3)c(C)c1 | 12% | 7.1% | -0.3% | -24% | /
42 | CCn1cc(Br)c(C(=O)Nc2ccccc2C(=O)OC)n1 | 14% | -5.2% | -0.1% | -3% | i
43 | O=P(O)(O)COc1ccccc1P(=O)(c1ccccc1)c1ccccc1 | 3% | 2.5% | 0.5% | 17% | i
44 | Cc1nn(C)c(C(=O)Nc2c(C)nn(Cc3c(F)c(F)c(F)c(F)c3F)c2C)c1Br | -4% | -2.7% | -1.5% | -8% | /
45 | O=C(CN1C(=O)c2ccccc2S1(=O)=O)c1ccc(F)cc1 | 3% | -2.7% | 0.7% | 9% | i
46 | Nc1c(-c2cccc(Cl)c2)cnn1-c1ccccc1 | 29% | -4.1% | 0.1% | 11% | /
47 | CCOC(=O)N1CCN(C(=O)COc2ccc(S(=O)(=O)Nc3ccc(OCC)cc3)cc2)CC1 | 4% | -1.5% | -1.1% | -4% | i
48 | O=C(CSc1nnc(-c2ccncc2)n1CCc1ccccc1)N1CCCC1 | 12% | 0.3% | -0.2% | -11% | i

nr | NOD1 NF-kB reporter | Dengue-2 NS5 capping | HIV peptide binding | HEK293 NOD2/NF-kB
37 | 2% | -3% | 1.8% | 7%
38 | -18% | 1% | 0.6% | -1%
39 | -5% | 1% | -0.1% | 10%
40 | -28% | -9% | 3.3% | -1%
41 | -7% | 5% | -0.1% | 10%
42 | -34% | 0% | 1.9% | -30%
43 | 4% | 0% | 1.6% | 6%
44 | -10% | -3% | 0.2% | 19%
45 | / | 3% | 0.3% | /
46 | -4% | -4% | -1.8% | -27%
47 | -4% | -3% | -0.5% | 17%
48 | 6% | / | -0.6% | -11%
